AMA1 RON2 block – inhibitors of Plasmodium falciparum AMA1-RON2 interaction; 0.2% of 360,000 active; Potency, µM (highest dose often 58.2 µM), for the others: at the highest dose activity change, negative = inhibition, actives largely listed as inhibitors; AlphaScreen AMA1-biotinylated RON2 peptide binding;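 note: potency is the fitted concentration of half-maximal effect; 0% = vehicle wells and -100% = peptide control; nearly all actives have a fitted effect of over 45% in size; some results filed as inactive show a strong effect at the top dose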
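AMA1 (3D7) with his tag at 25 nM final met compounds first, then biotinylated RON2 peptide at 25 nM; detection used donor plus acceptor beads, 10 µg/mL apiece, read by AlphaScreen after 30 min at room temperature.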
AmpC detergent – inhibitors of E. coli AmpC beta-lactamase with detergent. AmpC hydrolysis of nitrocefin, absorbance 480 nm, 0.01% Triton. Potency, µM (top dose mostly 114 µM), inactives show at the top dose activity change, negative = inhibition, actives largely listed as inhibitors. 0.041% of 370,000 active. AID 485294;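 note: potency is the fitted concentration of half-maximal effect; 0% = no-compound wells and -100% = no-enzyme wells; nearly all actives have a fitted effect of over 25% in size; some results filed as inactive show a strong effect at the top dose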
Target sequence (P00811 whole entry, looked up): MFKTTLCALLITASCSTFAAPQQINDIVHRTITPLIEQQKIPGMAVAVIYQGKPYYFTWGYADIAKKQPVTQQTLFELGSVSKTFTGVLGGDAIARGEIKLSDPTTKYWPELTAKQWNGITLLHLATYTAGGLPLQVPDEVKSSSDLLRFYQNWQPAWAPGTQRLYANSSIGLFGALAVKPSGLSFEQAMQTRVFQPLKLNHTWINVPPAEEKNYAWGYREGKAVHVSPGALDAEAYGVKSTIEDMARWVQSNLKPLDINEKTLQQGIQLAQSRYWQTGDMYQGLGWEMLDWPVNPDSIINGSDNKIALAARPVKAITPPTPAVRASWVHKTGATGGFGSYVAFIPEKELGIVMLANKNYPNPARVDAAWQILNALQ
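20 mM phosphate pH 7.0 + 0.01% (detergent screen) or 0.0001% Triton X-100; 5.3 nM AmpC reagent; cpd preinc 15 min RT; nitrocefin (800 uM stock) to start; A480 q20 s × 4 min; Activity was normalised to no-enzyme and no-compound control wells.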
HCMV antiviral – human cytomegalovirus inhibition; activity change, negative = inhibition, % at 57.5 µM; AID 1259415; HFF cells, HCMV-luciferase reporter, 72 h; active compounds read low; 4.5% of 410,000 active; in the data active = activity change below about -60%; inconclusive = no clear call, values can overlap the other calls; inactive = above about -39%
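After 16 h attachment at 37C, HFF cells received test compound and HCMV-luciferase (1 PFU/cell); reporter luminescence read 72 h later, data normalized against buffer-only and known inhibitor Salinomycin.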
FBPA Giardia inh – inhibitors of Giardia lamblia fructose-1,6-bisphosphate aldolase; purified Giardia FBPA; 0.71% of 290,000 active; Potency, µM (highest dose often 59.6 µM), inactives show at the highest dose activity, negative = inhibition, usual class: inhibitors; A8B2U2; note: potency is the fitted concentration of half-maximal effect; nearly all actives have a fitted effect of over 55% in size
Target sequence (A8B2U2 whole entry, looked up): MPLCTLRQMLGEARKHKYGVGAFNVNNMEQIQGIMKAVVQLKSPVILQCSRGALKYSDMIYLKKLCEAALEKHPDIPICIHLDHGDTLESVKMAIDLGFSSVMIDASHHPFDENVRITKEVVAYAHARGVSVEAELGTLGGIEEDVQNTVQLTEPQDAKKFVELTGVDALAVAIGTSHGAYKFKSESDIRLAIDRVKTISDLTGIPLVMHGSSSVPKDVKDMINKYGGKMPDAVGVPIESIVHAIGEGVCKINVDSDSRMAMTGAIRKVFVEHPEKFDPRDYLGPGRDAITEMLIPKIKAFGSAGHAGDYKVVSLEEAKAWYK
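40 nM FBPA preincubated 10 min at RT with compound (up to 57.5 uM final), then substrate plus GAPDH/TPI/NAD/arsenate coupling and diaphorase/resazurin added. Fluorescence read after 20 min at RT, 525/598 nm.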
AmpC no deterg – blocks E. coli AmpC beta-lactamase in detergent-free assay | P00811 | AmpC nitrocefin hydrolysis, absorbance 480 nm, 0.0001% Triton | Potency, µM (series often up to 57.1 µM), inactives show at the top dose activity change, negative = inhibition, most hits filed as inhibitors | 0.52% of 330,000 active | AID 485341;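 note: potency is the fitted concentration of half-maximal effect; plate controls were no compound for no effect and no enzyme for full effect; nearly all actives have a fitted effect of over 20% in size; some results filed as inactive show a strong effect at the top dose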
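AmpC (5.3 nM in the dispensed reagent) in 20 mM phosphate pH 7.0 with 0.01% (detergent screen) or 0.0001% Triton X-100 was preincubated with compounds for 15 min at room temperature. Nitrocefin was then added from an 800 uM solution, and hydrolysis was followed at 480 nm.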
Sm TGR inh – S. mansoni TGR enzyme inhibition; Q962Y6; purified TGR, DTNB reduction, TNB absorbance 405 nm; Potency, µM (titrated, usually from 114 µM), for the others: top-dose activity change, negative = inhibition, hits mostly inhibitors; 3% of 360,000 active; AID 485364; note: potency is the fitted concentration of half-maximal effect; nearly all actives have a fitted effect of over 60% in size
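TGR 20 nM + NADPH 100 uM (dispensed conc.), cpd preinc 15 min RT; start with NADPH (500 uM addition) then DTNB (15 mM addition). Kinetic TNB absorbance, 405 nm filter. Four-parameter Hill fit across titration.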
Active calls of the source: *; ? = inconclusive; nt = no result given; & = joins results of further samples; [ ] = remark or other dose. Unless noted, calls come from the whole dose curve; as a rule, active = well fitted curve in the direction sought with a large enough effect; inconclusive = small, poorly fitted or top-dose-only effect, or another doubt; inactive = no such curve, though single readings can be large; an effect the other way counts as inactive or inconclusive. Unless noted, % is set by controls: 0 for no effect and ±100 for the full control effect. The order is random; any-hit rate near 7.8%.

SMILES	AMA1 RON2 block	AmpC detergent	HCMV antiviral	FBPA Giardia inh	AmpC no deterg	Sm TGR inh
COc1ccc(NC(=O)C(CC(C)C)NS(=O)(=O)c2ccc3c(c2)oc(=O)n3C)cc1Cl (centres undefined)	nt	-10%	6	nt	nt	-9%
CCCSc1nnc(CSc2ncccn2)n1C	3%	-4%	44	4%	-12%	2%
Cc1c(C(=O)O)oc2ccc(S(=O)(=O)NCc3ccc4c(c3)OCO4)cc12	5%	3%	26	8%	-16%	-17%
CCOC(=O)N1CCN(C(=O)CCCCCn2c(=S)[nH]c3ccsc3c2=O)CC1	44%[activator]	2%	-2	?	-12%	0%
O=C(CSc1nc2c(c(=O)n1-c1ccc(Cl)cc1)SCC2)NCc1ccco1	-6%	0%	23	-11%	nt	?
C=Cc1ccc(Cn2c(C(=O)O)c(CNCc3cc(Br)ccc3OC)c3ccc(C)cc32)cc1	nt	25%	13	nt	nt	9%
O=C(CCN1CCCCC1)Nc1cccc(Br)c1	-5%	?	22	?	-18%	-2%
O=C(CSc1nnc(-c2ccco2)n1Cc1ccccc1)NC(=O)NCc1ccccc1	22%	-11%	16	2%	1%	0%
C/C(=N\Nc1ccccn1)c1ccc(S(=O)(=O)NCc2ccco2)cc1	-9%	?	-6	2%	-43%	-14%
COC(=O)CN1C(=O)C(O)(CC(=O)c2ccc(C)cc2)c2cc(Br)ccc21 (centres undefined)	-7%	-6%	-26	-2%	23%	6%
Cn1c(=O)c2c(nc(Cc3ccc(N)cc3)n2C)n(C)c1=O	-3%	?	28	-3%	-11%	-9%
CCn1c(COc2ccccc2)nnc1SCC(=O)c1cccc([N+](=O)[O-])c1	-3%	-2%	41	nt	-14%	3%
O=C(Nc1cc(C(F)(F)F)ccc1N1CCOCC1)C1=NN(c2ccccc2)C(=O)CC1	-14%	1%	?	nt	97%[activator]	-3%
CCn1c(=O)c2cc(C(=O)NCCCN3CCN(c4ccc(F)cc4)CC3)sc2c2ccccc21	nt	14%	20	nt	nt	-5%
CCC(Oc1ccc(C)cc1)C(=O)Nc1ccc(S(=O)(=O)Nc2nccs2)cc1 (centres undefined)	-18%	-14%	-25	12%	-47%	-9%
O=C(Nc1ccncc1)c1ccccc1[N+](=O)[O-]	12%	10%	-2	-3%	-5%	-3%
COc1cccc(CCNC(=O)c2cnc3sc(N4CCCC4)nn3c2=O)c1	nt	0%	-10	nt	nt	1%
CC1CCN(C(=O)CNC(=O)c2ccc(Cl)cc2Cl)CC1	5%	1%	30	0%	-16%	6%
Clc1ccc(-n2nnnc2-c2cnc(-c3ccncc3)nc2-c2cccs2)cc1	-20%	-7%	-62*	-17%	7%	-1%
Cc1ccc(NC(=O)N(Cc2cn(C)c3ccccc23)C2CCCCC2)cc1C	nt	4%	-21	nt	nt	2%
CC(C)(C)c1ccc(OCC(=O)Nc2c(C(=O)c3ccc(F)cc3)oc3ccccc23)cc1	nt	24%	13	nt	nt	4%
COc1ccc(CO[C@@H]2O[C@H](CO)[C@@H](O)[C@H](O)[C@H]2NC(C)=O)cc1OC	1%	0%	29	7%	-7%	16%
Cc1ccc(C)c(NC(=O)Cn2cc(C(=O)c3cccs3)c3ccccc32)c1	nt	17%	-27	nt	nt	1%
CCOC(=O)c1cnc2ccc(F)cc2c1Nc1ccc2c(c1)OCCO2	-14%	5%	-76*	0%	18%	8%
CCOc1ccc(-c2nnc(SCC(=O)NCCc3ccc(OC)c(OC)c3)nc2-c2ccc(OCC)cc2)cc1	nt	4%	-20	nt	nt	6%
CC(=O)c1ccc(NC(=O)COC(=O)c2c3c(nc4ccccc24)/C(=C\c2cccs2)CCC3)cc1	-17%	5%	?	0%	-25%	8%
CCc1cc2c(=O)c(-c3ccc(F)cc3)c(C)oc2cc1OCC(=O)O	-2%	9%	-5	8%	-17%	-1%
CN(CC(=O)Nc1cccc(F)c1)C(=O)c1ccccc1OCC(=O)Nc1cccc(C(F)(F)F)c1	-7%	-16%	-15	nt	-8%	-1%
CC1(C)Cc2ccccc2-c2nnc(SCc3ccccc3)n21	-1%	?	-12	2%	-18%	-18%
O=C(Nc1cccc2c1[nH]c1ccccc12)C(F)(F)F	8%	-10%	-33	1%	-27%	-11%
O=C(NCc1ccco1)c1cc(=O)c2ccccc2o1	-1%	-14%	-20	-2%	-4%	-5%
CCCN1CCN(CCCNC(=O)c2ccc(CS(=O)c3ccc(OC)cc3)o2)CC1 (centres undefined)	-2%	1%&3%	2&11	nt	-14%	-22%&-12%
Nc1ccc(-c2nc3nc(N)nc(N)c3nc2-c2ccc(N)cc2)cc1	-13%	4%	29	1%	-17%	6%
O=C(COC(=O)CNC(=O)C1CCCCC1)Nc1ccc(Cl)cc1F	-2%	-17%	5	5%	-14%[11.4 µM]	-7%
CSc1ncc(Cl)c(C(=O)Nc2c(C(=O)Nc3cccc(Cl)c3)oc3ccccc23)n1	nt	-8%	2	nt	nt	7%
Cc1ccccc1N1CCN(c2ncnc3c2cnn3Cc2ccc(Cl)cc2)CC1	-4%	?	7	-1%	-2%	6%
Cc1c(C=O)c2ccccc2n1CC(=O)N1CCc2ccccc2C1	-7%	9%	7	1%	0%	-5%
CCc1nnc(NC(=O)c2nc(S(=O)(=O)Cc3ccccc3)ncc2Cl)s1	66%[activator]	2%	-101*	nt	-17%	32µM*
CCc1ccccc1NC(=S)N1N=CCC1c1ccccc1 (centres undefined)	53%[activator]	0%	1	-15%	-16%	nt
COCc1cccc(C2=CC(=O)C[C@H](c3ccc(F)cc3)C2)c1	8%	2%	10	nt	55%	-2%
Cc1cccc(NC(=O)c2sc(-c3ccccc3)nc2-c2ccc([N+](=O)[O-])cc2)c1	-8%	-7%	-35	-1%	-21%	5%
CC1CCSP(=O)(Oc2ccccc2)O1 (centres undefined)	-13%	-6%	4	-2%	-12%	1%
CCOC(=O)N1CCN(C(=O)CSc2nnc(-c3cc(OC)ccc3OC)o2)CC1	9%	1%	11	-7%	38%	1%
Cc1nc(SCC(=O)Nc2c(C)n(C)n(-c3ccccc3)c2=O)n[nH]1	-4%	-4%	34	-3%	-8%	-13%
O=C(N/N=C/c1ccc([N+](=O)[O-])cc1)C(=O)N1CCCC1	-14%	4%	-9	5%	-9%	0%
CN(CC(=O)Nc1ccc(F)cc1)C(=O)c1cn(-c2ccccc2)nc1-c1cccs1	-4%	-19%	-20	nt	-27%	-9%
COc1ccccc1C(=O)N1CCC(C(=O)c2ccc(F)cc2)CC1	-7%	-6%	-18	3%	9%	-10%
C=CC[n+]1c(-c2ccc(Cl)cc2Cl)csc1Nc1ccc(NC(C)=O)cc1	?	2%	-94*	-17%	82%[activator]	2%
Cc1ccc(-c2cc(O)cc3sc(=O)oc23)cc1C	3%	-1%	3	-2%	-51%	-25%
COc1ccc(NC(=O)[C@@H](NC(N)=O)C(C)C)cc1Cl	3%	0%	13	3%	-10%	25%
CCNS(=O)(=O)c1ccc(CCC(=O)Nc2cc(Cl)ccc2Oc2ccccc2)cc1	0%	0%	?	-6%	-12%	-3%
C=CCn1cnnc1SCC(=O)N(C)CC1COc2ccccc2O1 (centres undefined)	2%	nt	?	nt	-1%	nt
Oc1cccc(Nc2nc(NCC3CCCO3)c3ccccc3n2)c1 (centres undefined)	-6%	?	nt	-24%	-27%	-3%
Cc1cc(C)c(NC(=O)Nc2csc3c2CCCC3)c(C)c1	nt	16%	0	nt	nt	1%
O=C(Cn1c(=O)sc2ccccc21)Nc1ccc(S(=O)(=O)N2CCCC2)cc1	6%	-1%	11	12%	-29%	4%
COc1ccc(OCC(O)CN2CCN(Cc3ccc4c(c3)OCO4)CC2)cc1 (centres undefined)	11%	0%	-11	-8%	-41%	-5%
C=CCC1(CC=C)CCCN1C(=O)CC1C(=O)NCCN1Cc1cc(OC)cc(OC)c1 (centres undefined)	23%	3%	9	-22%	149%[activator]	28µM*
Cc1ccc(N2C(=O)c3[nH]nc(-c4ccc(Cl)cc4)c3C2c2ccc(F)cc2)cc1 (centres undefined)	nt	10%	-105*	nt	nt	8%
COc1ccc(/C=C2/C(=O)NC(=O)N(C3CCCCC3)C2=O)cc1CSc1ccccn1	nt	?	23	-9%	-28%	35µM*
Cc1cccc(N2C(=O)C(O)=C(C(=O)c3cccs3)C2c2ccccc2)n1 (centres undefined)	-5%	-1%	28	-12%	-35%	4%

Molecules shown so far that contain a COOH group, in the order listed:
SMILES	AMA1 RON2 block	AmpC detergent	HCMV antiviral	FBPA Giardia inh	AmpC no deterg	Sm TGR inh
Cc1c(C(=O)O)oc2ccc(S(=O)(=O)NCc3ccc4c(c3)OCO4)cc12	5%	3%	26	8%	-16%	-17%
C=Cc1ccc(Cn2c(C(=O)O)c(CNCc3cc(Br)ccc3OC)c3ccc(C)cc32)cc1	nt	25%	13	nt	nt	9%
CCc1cc2c(=O)c(-c3ccc(F)cc3)c(C)oc2cc1OCC(=O)O	-2%	9%	-5	8%	-17%	-1%

Next section
SMILES	AMA1 RON2 block	AmpC detergent	HCMV antiviral	FBPA Giardia inh	AmpC no deterg	Sm TGR inh
Cc1ccc2nc(-c3ccc(NC(=S)NC(=O)C(C)C)cc3)sc2c1	-4%	?	92	0%	-28%	-1%
N#CCCN(C(=O)CSc1ccc2c(c1)OCCO2)c1ccc(F)cc1	2%	-11%	-4	3%	2%	-3%
Cc1ccc2[nH]c(=O)c3cc(C(=O)N(CCCOC(C)C)Cc4ccco4)sc3c2c1	-7%	3%&2%	?	3%	112%[activator]	-21%&-28%
NC(=O)c1ccccc1OCC(=O)NS(=O)(=O)c1ccc(Cl)cc1	-3%	0%	-11	?	-18%	0%
Cc1sc(-c2ccncc2)nc1OC(=O)c1ccc(F)cc1F	-1%	5%	-33	4%	1%	-5%
CN1CCN(c2ccc(CNC(=O)c3ccco3)cc2)CC1	65%[activator]	-6%	-5	-1%	-23%	-5%
CCOC(=O)C1(CC)NC(c2ccco2)C2C(=O)N(CC)C(=O)C21 (centres undefined)	-9%	-7%	-21	8%	-11%	0%
CC(C)CC(NC(=O)C1CCC(=O)N1)C(=O)NC(CC(C)C)C(=O)N1CCCC1C(N)=O (centres undefined)	?	-18%	12	14%	118%	-7%
COc1ccc(C(=O)Nc2ccc(C(=O)N3CCCC3)cc2)cc1[N+](=O)[O-]	-4%	-1%	21	-5%	13%	1%
O=C(CSc1ccccc1C(=O)N1CCN(c2ccc([N+](=O)[O-])cc2)CC1)N1CCCC1	-9%	nt	?	nt	90%[activator]	nt
Cc1ccc2c(c1)N(S(=O)(=O)c1ccc(CN3C(=O)c4cccnc4C3=O)cc1)CCO2	0%	4%	-9	nt	88%[activator]	1%
COc1cc2[nH]c(=O)c(C(=O)NCCCN3CCOCC3)c(O)c2cc1OC	-13%	-2%	-11	-13%	48%	3%
CCCN1CCC(NC(=S)Nc2ccc(S(N)(=O)=O)cc2)CC1	-1%	8%	-6	1%	-27%	9%

Bioassay records from PubChem BioAssay.
